Screening results (PubChem)
TAG inh: inhibitors of triacylglycerol accumulation, primary screen, cell-based, uHTS, fluorescence, H9c2; AID 651582, 2012; inhibition, % at 12.5 µM; H9c2 cells, Nile Red lipid (TAG) fluorescence; cells loaded with 200 µM oleic acid; actives 0.66% (n = 230,000);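 active = pattern-corrected inhibition of lipid staining of at least 50% with the nuclear-stain viability signal not falling by more than 50%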;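 note: 0% = DMSO wells and 100% = triacsin C control wells; some results filed as inactive read as strong as hits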
TAG inh DAPI viability: second read-out of TAG inh, no call of its own (marks repeat the call); DAPI nuclei signal change (viability), lower = more cytotoxic, %;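 whole-well DAPI fluorescence read on a plate reader as a viability signal; minus 50 percent equals half of cells still viable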
* hit, by the source's call.

SMILES | TAG inh | TAG inh DAPI viability
COc1cc(OC)c(N2CC(C(=O)Nc3cc(Cl)ccc3N3CCOCC3)CC2=O)cc1Cl (configuration not stated) | 49 | -34
COc1ccc(NC2CCCN(C(=O)c3ccccc3C(F)(F)F)C2)cc1 (configuration not stated) | 11 | 2
O=C(C1CCC(CNc2c(N3CCCCC3)c(=O)c2=O)CC1)N1CCN(c2ccccn2)CC1 (configuration not stated) | -11 | -3
CCOc1ccc(/C(C)=N/NC(=O)C(OC)c2ccccc2)cc1 (configuration not stated) | 11 | -13
C[C@H](O)[C@@H]1C(=O)N2CCc3ccc(N4CCN(C)CC4)cc3[C@@H]2C[C@@H]1N(C)C(=O)c1ccco1 | -3 | -2
COc1cc(Cl)cc(/C=N\NC(=O)c2ccc3c(c2)OCO3)c1O | 144 | -125
O=C1CC(N2CCN(Cc3ccc4c(c3)OCO4)CC2)C(=O)N1c1cccc2ccccc12 (configuration not stated) | 1 | 3
Cc1ccc(NC(=O)C2CSC3(C)CCC(=O)N23)cc1S(=O)(=O)N1CCCCCC1 (configuration not stated) | 14 | -9
Cc1cccc(C)c1NC(=O)CS(=O)CC(=O)Nc1ccc(F)cc1F (configuration not stated) | -4 | 12
O=C(NC1CCCCC1)c1cc2nc3c(c(C(F)(F)F)n2n1)CCCC3 | -9 | 3
CC(=O)c1ccc(NC(=O)CSc2nc3[nH]c(=O)cc(O)c3s2)cc1 | -7 | 12
CCOc1ccccc1N(CC(=O)OC)S(=O)(=O)c1ccccc1 | -20 | 1
CCCC1C2C(=O)N(c3ccccc3OCC)C(=O)C2ON1c1ccccc1 (configuration not stated) | -3 | 0
Cc1ccc(C)c(NC(=O)CN(C)C(=O)CCN2C(=O)c3ccccc3C2=O)c1 | 7 | -12
O=S(=O)(NCc1ccccn1)c1cc(C(F)(F)F)ccc1Cl | -16 | -1
Cc1noc(C)c1COC(=O)Cc1ccc(Br)cc1 | 5 | -8
COc1ccc(NC(=O)Cn2c(C)cc(=O)c3cccc(OC)c32)cc1 | -9 | 14
CCOC(=O)C1(Cc2ccccc2)C(=O)N(CCCN(C)C)c2ccccc21 (configuration not stated) | 14 | -8
Cc1cn(Cc2ccccc2Cn2cc(C)c(=O)[nH]c2=O)c(=O)[nH]c1=O | -8 | -3
COc1ccc(C(=O)Cn2nnc(-c3ccccc3NC(=O)C3CCCCC3)n2)cc1 | -2 | 1
C[C@@H]1CN([C@H](C)CO)S(=O)(=O)c2ccc(Br)cc2O[C@H]1CN(C)C(=O)C1CCCCC1 | -1 | -6
O=C(NCc1ccccn1)c1n[nH]c2ccccc12 | 18 | -22
Cc1ccccc1N=C1Nc2ccccc2N[C@]12C[C@H]1CCC(=O)N3CC[C@@H](C2)[C@@H]13 | 10 | 1
CCN(CC(=O)Nc1ccccc1C(F)(F)F)C(=O)Cc1cccs1 | 1 | -3
O=C(CCNC(=O)c1ccccc1)N/N=C/c1ccc([N+](=O)[O-])cc1 | 8 | 8
O=C(O)CC(C(=O)O)n1nc(-c2ccccc2)cc1-c1ccccc1 (configuration not stated) | 5 | -1
COc1cccc(C(=O)NNC(=O)Cc2csc(N)n2)c1 | -9 | 5
O=C(Nc1ccc(SC(F)F)cc1)c1cc(-c2ccncc2)nc2ccccc12 | 8 | 10
CCOC(=O)C1CCN(C(=O)CSCc2nc(-c3ccc(OCC)cc3)oc2C)CC1 | -20 | 4
CN(CCCC(=O)Nc1ccc(Br)cc1F)S(=O)(=O)c1ccccc1 | -13 | 0
N#Cc1ccccc1OCC(=O)NCc1ccccc1CN1CCCC1 | 9 | -7
CC12CCC(=O)N1C(C(=O)Nc1ccc(Cl)c(Cl)c1)CS2 (configuration not stated) | 10 | -2
Cc1ccccc1NC(=O)NC1(C(=O)N2CCCC2)CCCCC1 | -19 | 17
COc1ccc(Cl)cc1C(=O)Nc1cccnc1 | -7 | 4
O=C(COC(=O)c1ccc(Oc2ccccc2)cc1)Nc1nnc(-c2ccccc2)o1 | 2 | 6
COc1cccc(NC(=O)c2ccco2)c1 | 5 | -19
COc1ccc(CCNC(=O)COC(=O)/C=C/c2cccs2)cc1OC | 2 | 4
COCCNC(=O)C(OC(=O)c1cccs1)c1ccc(F)cc1 (configuration not stated) | -12 | 0
CC(=O)[C@@]1(O)CC[C@H]2[C@@H]3C[C@H](C)C4=CC(=O)CC[C@]4(C)[C@H]3CC[C@@]21C | 18 | -6
Cn1cc(C(=O)N/N=C/c2ccc([N+](=O)[O-])cc2)c2ccccc21 | 4 | -2
O=C(Nc1cc2c3c(c1)C1CCCC1CN3CC1CCCC21)c1ccccc1 (configuration not stated) | -21 | 29
CCc1cccc(C)c1NC(=O)CSc1ncn[nH]1 | -5 | 10
CCOC(=O)CSc1cc(-c2ccccc2)nc2ncnn12 | -19 | 6
Cc1ccc(C)c(OCCC(=O)NNC(=O)c2ccccc2F)c1 | 1 | 10
CC1CCCCN1CCNC(=O)c1cc2c(-c3ccccc3F)nn(C)c2s1 (configuration not stated) | 32 | 37
O=C(Cn1nnc(-c2ccc(F)cc2)n1)OCC(=O)c1ccccc1 | -1 | 0
Clc1ccccc1OCCNc1nc(NCC2CC2)nc2ccsc12 | -26 | 30
CC1CCCN(CCCOc2ccc(Br)cc2Cl)C1 (configuration not stated) | 17 | -8
O=C(N1CCCCCC1)n1c(Cc2ccccc2)nc2ccccc21 | -14 | -3
CCCC(=O)Nc1cccc(NC(=O)c2ccc3c(c2)OCO3)c1 | 22 | 3
CCOCCCNc1nc2c([nH]1)c(=O)n(C)c(=O)n2C | -2 | 1
Cc1ccc(NC(=O)c2cc(N3C(=O)C=CC3=O)ccc2Cl)cc1C | 8 | -1
Cc1ccc(CN2CCSc3sccc3C2=O)cc1 | 5 | -7
CCN(c1ccccc1)S(=O)(=O)c1cc(NC(=O)CSc2n[nH]c(=O)[nH]c2=O)ccc1Cl | 6 | -4
CN(C)/C=C1\Oc2ccc3ccccc3c2C1=O | -11 | -3
O=C(Cn1c(=O)ccn(Cc2ccccc2)c1=O)Nc1cccc(S(=O)(=O)N2CCOCC2)c1 | 9 | 6
COc1ccc(C(=O)Nc2ccccc2C(=O)N2CCN(c3ccccc3)CC2)cc1 | -22 | -8
CC1(C(=O)NS(=O)(=O)c2ccc(Cl)cc2)CCN1C(=O)Cc1cccs1 (configuration not stated) | 2 | 2
CCN(CC(=O)Nc1ccc2c(c1)OCCO2)C(=O)c1ccc(C)c(S(=O)(=O)N2CCOCC2)c1 | 9 | -9
O=C(NC(Cc1nn[nH]n1)C(=O)OCc1ccccc1)OCc1ccccc1 (configuration not stated) | -11 | 13

The list continues.
SMILES | TAG inh | TAG inh DAPI viability
COc1ccc(C2NC(C(=O)O)Cc3c2[nH]c2ccccc32)cc1CN1CCN(c2ccc(F)cc2)CC1 (configuration not stated) | 2 | 20
COc1cccc(/C=C/C(=O)NNC(=O)c2ccncc2)c1 | -5 | -7
COc1ccc(NC(=O)c2nc[nH]c2C(=O)N(C)Cc2ccccc2)cc1 | 22 | 6
COc1ccc(C2NC(=O)CCC2[N+](=O)[O-])c(OC)c1 (configuration not stated) | 8 | -6
COc1ccccc1NC(=O)COC(=O)c1ccc([N+](=O)[O-])s1 | 3 | -1
CCCNC(=O)C/C(C)=N/NC(=O)C(=O)Nc1ccccn1 | 7 | 8
COc1ccccc1CNC(=O)C(=O)NCC1OCCN1S(=O)(=O)c1ccccc1 (configuration not stated) | 10 | -3
COc1ccccc1C(CNC(=O)c1ccc(C)c(S(=O)(=O)N2CCCCC2)c1)N(C)C (configuration not stated) | 16 | -5
Cc1ccc(C)c(N2CCN(C(=O)Cn3c(=O)oc4cc(S(=O)(=O)N5CCCC5)ccc43)CC2)c1 | -1 | -9
CC1(C(=O)NCc2ccc(C(F)(F)F)cc2)CCN1Cc1cc2ccccc2o1 (configuration not stated) | -5 | 7
CCc1cc2c3c(c1)C1(C(=O)N3C(C)(C)C=C2C)C(C#N)=C(N)Oc2[nH]c(=O)[nH]c(=O)c21 (configuration not stated) | 51* | -31*
Cc1ccc(NC(=O)c2cc(=O)[nH]c3ccc(S(=O)(=O)N4CCOCC4)cc23)nc1 | 1 | 8
CN(C(=O)COC(=O)C1CCN(S(=O)(=O)c2ccc3c(c2)OCCO3)CC1)C1CCS(=O)(=O)C1 (configuration not stated) | 5 | -1
O=S(=O)(Cc1ccccc1)Nc1ccccc1 | 2 | -6
O=C(O)COc1ccccc1/C=N/NC(=O)c1cccc(S(=O)(=O)N2CCOCC2)c1 | 1 | 0
Cc1cc([N+](=O)[O-])nn1CCCC(=O)Nc1cccc(Cl)c1Cl | 4 | -9
O=C(Cc1cccs1)N(Cc1ccco1)C1(C(=O)NC2CCCCC2)CCCCC1 | 25 | 0
Cc1ccc(S(=O)(=O)n2nc(C)cc2N)cc1 | -14 | 6
O=C(CSCc1ccccc1)N/N=C/c1ccc(OCC(=O)N2CCCCC2)cc1 | 1 | -8
CCCc1nnc(NS(=O)(=O)c2ccc(OC)cc2)s1 | -3 | 0

As a working copy, part of the list above.
SMILES | TAG inh | TAG inh DAPI viability
COc1ccc(C(=O)Nc2ccccc2C(=O)N2CCN(c3ccccc3)CC2)cc1 | -22 | -8
CC1(C(=O)NS(=O)(=O)c2ccc(Cl)cc2)CCN1C(=O)Cc1cccs1 (configuration not stated) | 2 | 2
CCN(CC(=O)Nc1ccc2c(c1)OCCO2)C(=O)c1ccc(C)c(S(=O)(=O)N2CCOCC2)c1 | 9 | -9
O=C(NC(Cc1nn[nH]n1)C(=O)OCc1ccccc1)OCc1ccccc1 (configuration not stated) | -11 | 13
COc1ccc(C2NC(C(=O)O)Cc3c2[nH]c2ccccc32)cc1CN1CCN(c2ccc(F)cc2)CC1 (configuration not stated) | 2 | 20
COc1cccc(/C=C/C(=O)NNC(=O)c2ccncc2)c1 | -5 | -7
COc1ccc(NC(=O)c2nc[nH]c2C(=O)N(C)Cc2ccccc2)cc1 | 22 | 6
COc1ccc(C2NC(=O)CCC2[N+](=O)[O-])c(OC)c1 (configuration not stated) | 8 | -6
COc1ccccc1NC(=O)COC(=O)c1ccc([N+](=O)[O-])s1 | 3 | -1
CCCNC(=O)C/C(C)=N/NC(=O)C(=O)Nc1ccccn1 | 7 | 8
COc1ccccc1CNC(=O)C(=O)NCC1OCCN1S(=O)(=O)c1ccccc1 (configuration not stated) | 10 | -3
COc1ccccc1C(CNC(=O)c1ccc(C)c(S(=O)(=O)N2CCCCC2)c1)N(C)C (configuration not stated) | 16 | -5
Cc1ccc(C)c(N2CCN(C(=O)Cn3c(=O)oc4cc(S(=O)(=O)N5CCCC5)ccc43)CC2)c1 | -1 | -9
CC1(C(=O)NCc2ccc(C(F)(F)F)cc2)CCN1Cc1cc2ccccc2o1 (configuration not stated) | -5 | 7
CCc1cc2c3c(c1)C1(C(=O)N3C(C)(C)C=C2C)C(C#N)=C(N)Oc2[nH]c(=O)[nH]c(=O)c21 (configuration not stated) | 51* | -31*
Cc1ccc(NC(=O)c2cc(=O)[nH]c3ccc(S(=O)(=O)N4CCOCC4)cc23)nc1 | 1 | 8
CN(C(=O)COC(=O)C1CCN(S(=O)(=O)c2ccc3c(c2)OCCO3)CC1)C1CCS(=O)(=O)C1 (configuration not stated) | 5 | -1
O=S(=O)(Cc1ccccc1)Nc1ccccc1 | 2 | -6
O=C(O)COc1ccccc1/C=N/NC(=O)c1cccc(S(=O)(=O)N2CCOCC2)c1 | 1 | 0
Cc1cc([N+](=O)[O-])nn1CCCC(=O)Nc1cccc(Cl)c1Cl | 4 | -9
O=C(Cc1cccs1)N(Cc1ccco1)C1(C(=O)NC2CCCCC2)CCCCC1 | 25 | 0

(further entries)
SMILES | TAG inh | TAG inh DAPI viability
O=C(O)Cn1nnc(-c2ccccc2)c1COc1ccccc1 | 4 | 6
CCCCN1C[C@H](CSC)[C@@H](CC(=O)Nc2ccc(OC)cc2)C1=O | 3 | -6
CCOCC(=O)Nc1nc2c(s1)C(=O)CC(C)(C)C2 | -6 | -2
CCCC(=O)NC(=S)c1c(C)n(C)n(-c2ccccc2)c1=O | -3 | 1
O=C1NC(c2cccc3ccccc23)Nc2ccccc21 (configuration not stated) | 40 | -24
CC(=NCCCn1ccnc1)c1c(C)[nH]n(-c2ccc([N+](=O)[O-])cc2)c1=O | 17 | -5
O=C(NCC(c1ccco1)N1CCN(c2ccc(F)cc2)CC1)c1ccco1 (configuration not stated) | 7 | -5
CCCn1c(SCC(=O)NC2CCCC(C)C2C)n[nH]c1=O (configuration not stated) | 4 | -6
CC(C)n1c(SCc2ccc(Cl)cc2)nc2c1c(=O)[nH]c(=O)n2C | -270 | 0
CCOC(=O)/C(C#N)=C1/C=Nc2ccccc2N1 | 3 | -6
COC(=O)COc1ccc2c(-c3ccc(OC)cc3)cc(=O)oc2c1 | -4 | -1
COc1ccc(C(c2nnnn2CS(=O)(=O)c2ccc(C)cc2)N2CCN(Cc3ccccc3)CC2)cc1 (configuration not stated) | 4 | -5
COC(=O)C1=CN(c2cc(C)cc(C)c2)C=C(C(=O)OC)C1c1cccc(F)c1 | 11 | 58
COC(=O)c1c(-c2ccc(OC)cc2)oc2ccc(-c3ccc(OC)nc3)cc12 | -43 | 153
CN1CC(=O)N(CC(=O)Nc2cccc3ccccc23)C1=O | -12 | 5
O=C(Nc1nnc(S(=O)(=O)N2CCOCC2)s1)c1ccccc1Cl | 1 | -6
CN(Cc1ccccc1)C(=O)C1CCCN1S(=O)(=O)c1ccc(Cl)cc1 (configuration not stated) | -8 | -2
COc1ccc(NC(=O)c2cc(-c3ccc(F)cc3C)n[nH]2)cc1OC | -32 | 0
O=C(NCCCN1CCOCC1)c1ccc(Cl)cc1[N+](=O)[O-] | -19 | 24
CC(=O)Nc1ccc(Oc2ccc([N+](=O)[O-])cc2Cl)cc1 | -14 | 9

Only part of the results is shown; count on the stated rates, not on these rows.
